RORgamma inh: ROR gamma (mouse) transcription inhibition | P51450 | Drosophila S2 Gal4-RORgamma UAS-luciferase reporter, 20 h | Potency, µM (top dose mostly 53.6 µM), inactives show at the highest dose activity change, negative = inhibition, actives largely listed as inhibitors | actives 5.4% (n = 310,000) | AID 2551; note: % is set by controls: 0 for no effect and ±100 for the full control effect; nearly all actives have a fitted effect of over 60% in size
Target sequence (P51450 whole entry, looked up, the tested form may be a part): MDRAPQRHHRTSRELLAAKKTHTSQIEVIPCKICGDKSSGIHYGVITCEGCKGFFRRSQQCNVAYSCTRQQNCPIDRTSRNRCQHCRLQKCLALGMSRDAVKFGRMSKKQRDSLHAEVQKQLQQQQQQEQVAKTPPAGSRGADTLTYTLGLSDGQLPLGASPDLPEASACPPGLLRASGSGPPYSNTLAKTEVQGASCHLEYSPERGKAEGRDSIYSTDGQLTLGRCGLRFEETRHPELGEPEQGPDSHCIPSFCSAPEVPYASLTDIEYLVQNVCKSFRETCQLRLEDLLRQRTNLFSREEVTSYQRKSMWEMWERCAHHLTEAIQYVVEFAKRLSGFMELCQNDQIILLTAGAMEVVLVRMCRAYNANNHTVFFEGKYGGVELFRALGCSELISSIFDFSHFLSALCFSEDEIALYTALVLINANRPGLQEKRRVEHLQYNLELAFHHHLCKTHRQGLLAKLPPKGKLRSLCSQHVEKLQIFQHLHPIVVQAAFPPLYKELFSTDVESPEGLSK
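Luciferase reporter read in Schneider cells carrying Gal4-RORγ (mouse) and UAS-Photinus luciferase; cells given compound 1 h before 700 uM copper sulfate induction, then incubated 20 h at ambient temperature.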
BRCA1 expr act: activators of BRCA1 expression. AID 624202. actives 1.1% (n = 380,000). Potency, µM (series often up to 46.1 µM), for inactives: at the highest dose activation, actives largely listed as activators. MCF7-BRCA1-FFLuc reporter, luminescence, 48 h; response scale: scaled: vehicle 0%, 10 µM genistein 100%; note: nearly all actives have a fitted effect of over 80% in size; some results filed as inactive show a strong effect at the top dose
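Quantitative HTS in MCF7 cells stably reporting BRCA1 expression via firefly luciferase. Compound treatment lasts 48 h at 37 °C in phenol-red free MEM. Activation is expressed relative to genistein at 10 microM and DMSO.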
MBNL1 CUG block: MBNL1-poly(CUG) RNA binding inhibition; TR-FRET MBNL1-His/biotin-(CUG)12 binding, 665/545 ratio; Potency, µM (titrated, usually from 57.5 µM), inactives show at the top dose activity change, negative = inhibition, hits mostly inhibitors; Q9NR56; actives 0.036% (n = 280,000); AID 2675; active = well fitted inhibition curve with a large enough effect in the signal ratio, with a control signal flat, not every such curve was filed as active; inconclusive = small, poorly fitted or top-dose-only effect, or effect the other way, or a change in a side signal; inactive = no such curve, though single readings can be large or run the other way; the % refers to the signal ratio; note: % is set by controls: 0 for no effect and ±100 for the full control effect
Target sequence (Q9NR56 whole entry, looked up): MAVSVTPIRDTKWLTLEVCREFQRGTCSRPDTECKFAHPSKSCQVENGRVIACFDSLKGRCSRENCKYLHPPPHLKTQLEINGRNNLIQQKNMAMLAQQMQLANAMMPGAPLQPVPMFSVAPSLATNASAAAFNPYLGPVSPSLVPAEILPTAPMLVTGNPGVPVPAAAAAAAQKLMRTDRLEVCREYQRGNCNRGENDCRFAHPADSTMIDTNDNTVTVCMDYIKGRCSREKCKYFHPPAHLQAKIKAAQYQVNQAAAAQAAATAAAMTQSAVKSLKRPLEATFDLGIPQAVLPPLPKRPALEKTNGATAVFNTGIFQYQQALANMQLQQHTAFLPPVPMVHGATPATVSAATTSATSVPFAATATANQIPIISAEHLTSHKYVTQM
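TR-FRET between His-tagged MBNL1 and biotin-(CUG)12 RNA, detected with Tb anti-His antibody (0.055 ng/ul) and streptavidin-XL665 (5 nM), 60 min at room temperature. Compounds titrated 92 nM to 58 uM; 665/545 nm ratio normalized to buffer and complex controls.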
Rab9 prom act: Rab9 promoter activation | actives 2.8% (n = 320,000) | AID 485297 | Huh7 Rab9 promoter-luciferase reporter, luminescence, 24 h | Potency, µM (doses to about 9.22 µM), for inactives: top-dose activation, negative = inhibition, hits mostly activators; note: % of control where 0% means no effect; nearly all actives have a fitted effect of over 60% in size
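Measured in stably transfected Huh7 cells bearing a Rab9 promoter–luciferase construct: 24 h compound treatment at 37 °C, followed by luminescence detection.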
uPA generation: blocks generation of uPA at the cell surface. cell surface uPA generation assay, qHTS. Potency, µM (doses to about 38.3 µM), for inactives: top-dose activity change, negative = inhibition, usual class: inhibitors. actives 0.31% (n = 330,000); active = well fitted inhibition curve with a large enough effect; inconclusive = small, poorly fitted or top-dose-only effect; inactive = no such curve, though single readings can be large or run the other way; tested in mouse RAW 264.7 cells; note: % is set by controls: 0 for no effect and ±100 for the full control effect; nearly all actives have a fitted effect of over 55% in size
NPC1 prom act: NPC1 promoter activation | Potency, µM (top dose mostly 9.22 µM), without a hit: top-dose activation, most hits filed as activators | Huh7 NPC1 promoter luciferase reporter, 24 h | actives 2.4% (n = 320,000) | AID 485313;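 note: % of control where 0% means no effect; nearly all actives have a fitted effect of over 60% in size; reporter is driven by a mutant NPC1 promoter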
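In 1536-well qHTS, Huh7 cells harboring an NPC1 promoter–luciferase construct received compound for 24 h; activation was quantified by luminescence following luciferase reagent addition.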
VP16 counter: Gal4-VP16 reporter inhibition counter-screen; actives 3.5% (n = 310,000); Potency, µM (titrated, usually from 53.6 µM), without a hit: at the top dose activity, negative = inhibition, actives largely listed as inhibitors; Drosophila S2 Gal4-VP16 UAS-luciferase, luminescence, 20 h;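 note: Gal4-VP16 expression switched on by copper sulfate through the metallothionein promoter; % is set by controls: 0 for no effect and ±100 for the full control effect; nearly all actives have a fitted effect of over 50% in size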
FLuc modulator: firefly luciferase modulation, counter-screen for miR-21 project | P08659 | actives 6.9% (n = 360,000) | AID 588342 | purified FLuc, Km substrates, luminescence inhibition | Potency, µM (titrated, usually from 57.5 µM), inactives show top-dose activity change, negative = inhibition, actives largely listed as inhibitors;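 note: plate controls were vehicle for no effect and reference inhibitor for full effect; nearly all actives have a fitted effect of over 55% in size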
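Purified P. pyralis luciferase (10nM final) with 10uM D-luciferin and 10uM ATP (Km levels) in 50mM Tris acetate pH 7.5, 10mM Mg acetate, 0.01% Tween-20, 0.05% BSA; qHTS 6-point titration, ~60 µM downward; luminescence read.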
ELG1 genotoxic: inducers of genotoxicity in HEK293T ELG1-luciferase cells; HEK293T ELG1-luciferase reporter, luminescence, 16 h; Potency, µM (doses to about 46 µM), without a hit: top-dose activity change, positive = activation, hits mostly activators; actives 1.3% (n = 330,000); AID 504466; note: % of control where 0% means no effect; nearly all actives have a fitted effect of over 60% in size
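16 hr compound incubation (37 °C, 5% CO2) of HEK293T cells carrying luciferase-tagged ELG1; luciferase then measured by ONE-Glo luminescence after 30 min at RT.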
p53 reactivator: restores transcriptional activity of mutant p53; H1299 p53-A138V BP100-luciferase reporter, luminescence, 24 h; Potency, µM (highest dose often 92.2 µM), inactives show at the top dose activity change, positive = activation, hits mostly activators; actives 0.063% (n = 320,000); AID 504706; note: % of control where 0% means no effect; nearly all actives have a fitted effect of over 45% in size
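p53-null H1299 cells stably carrying temperature-sensitive p53-A138V and a BP100-luciferase reporter were pinned with compounds (4-point, 1:5 series) and held 24 hrs at 37 deg C. Luminescence was read 10 min after detection reagent.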
MLL CXXC-DNA inh: blocks binding of human MLL CXXC domain to DNA; MLL-CXXC / FITC-HOXA9 DNA fluorescence polarization; Potency, µM (top dose mostly 115 µM), inactives show at the top dose activity change, negative = inhibition, hits mostly inhibitors; actives 0.037% (n = 290,000); active = well fitted inhibition curve with a large enough effect in the polarisation, with a control signal flat, not every such curve was filed as active; inconclusive = small, poorly fitted or top-dose-only effect, or effect the other way, or a change in a side signal; inactive = no such curve, though single readings can be large or run the other way; the % refers to the polarisation
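Steps: dispense CXXC domain solution (7 uM) → pin compounds or unlabeled HOX-A9 DNA control → 5 min ambient → add FLSN-HOX-A9 solution (50 nM) → spin → 30 min ambient → fluorescence polarization. Tris pH 7.5/NaCl/DTT/BSA buffer.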
An asterisk follows results filed as active; ? = inconclusive; / = not tested or not shown; [ ] = remark or other dose. Unless noted, calls come from the whole dose curve; as a rule, active = well fitted curve in the direction sought with a large enough effect; inconclusive = small, poorly fitted or top-dose-only effect, or another doubt; inactive = no such curve, though single readings can be large; an effect the other way counts as inactive or inconclusive. Potency is the fitted concentration of half-maximal effect.

SMILES	RORgamma inh	BRCA1 expr act	MBNL1 CUG block	Rab9 prom act	uPA generation	NPC1 prom act	VP16 counter	FLuc modulator	ELG1 genotoxic	p53 reactivator	MLL CXXC-DNA inh
CC1CCC(C(C)C)C2=C1C(C#N)(C#N)C(C#N)(C#N)C(c1ccccc1)N2 (configuration not stated)	?	-2%	?	2%	-4%	-3%	?	-9%	1%	-8%	-5%
O=C(CN1C(=O)NC2(CCc3ccccc32)C1=O)c1ccc(F)cc1 (configuration not stated)	/	4%	/	-6%	-1%	-4%	/	1%	3%	-8%	/
CN(C)CCN(Cc1ccco1)C(=O)c1cc2c(Cl)nc3ccccc3c2s1	-17%	-1%	/	-2%	3%	-31%[inhibitor]	-10%	1%	0%	-5%	5%
O=C(COC(=O)c1cccc(F)c1)NC(=O)NC1CCCC1	/	10%	/	0%	6%	-4%	/	3%	-1%	4%	/
Nc1nc2c(s1)C(=O)CCC2	-4%	-15%	11%	3%	1%	0%	0%	2%	15%	-5%	13%
CC1CC(C)CN(S(=O)(=O)c2cc(C(=O)O)c(Cl)s2)C1 (configuration not stated)	10%	-11%	6%	-1%	-1%	-4%	3%	3%	0%	0%	6%
CCOC(=O)C1=C(CC)Nc2ccccc2N=C1NC(=O)Nc1ccc(Cl)c(Cl)c1	-15%	-56%	10%	0%	-5%	-2%	?	?	-2%	3%	15%
COc1cc2nc(CN(C)CC(=O)Nc3ccc(N4CCOCC4)cc3)[nH]c(=O)c2cc1OC	5%	-5%	-3%	1%	-9%	-1%	?	?	1%	1%	3%
CC(=O)Nc1ccc(S(=O)(=O)NC(C)c2ccccc2)cc1 (configuration not stated)	?	-5%	0%	1%	2%	2%	3%	10%	-3%	11%	-7%
Cc1cc(C)n2nc(SCC(=O)N/N=C/c3ccc(F)cc3)nc2n1	-3%	-22%	9%	-1%	-1%	-1%	-7%	2%	1%	-7%	12%
O=C1C(Cl)=C(NCC2CCCO2)C(=O)N1CCc1ccccc1 (configuration not stated)	?	7.9µM*	?	?	/	?	?	15µM*	?	?	8%
CCCCCOC(=O)Cn1c(=O)c2c(nc(N3CCOCC3)n2C)n(C)c1=O	-19%	-30%	0%	1%	/	-1%	3%	4%	0%	-1%	1%
CCn1c2ccccc2c2cc(/C=N/NC(=O)c3cccc(C)c3)ccc21	1%	-91%	2%	-6%	-6%	-30%	-10%	-2%	-3%	-10%	3%
COc1ccc(/C(O)=C/C(=O)C(=O)NNC(=O)c2ccccc2)cc1	-25%	40%	-2%	8%	0%	5%	1%	-5%	7%	10%	10%
O=C(Cn1nnc2ccccc2c1=O)NC1CCCCC1	4%	78%	4%	?	0%	24%	?	?	19%	14%	1%
COc1ccc(CNC(=O)COc2cc(=O)n(C)c3ccccc23)cc1	-30%	-18%	-5%	-2%	-2%	-8%	4%	-6%	?	-2%	2%
N#C/C(=C/c1ccc(-c2ccccc2)o1)c1nc(-c2cccs2)cs1	?	0%	-32%	14%	-2%	27%	0.1µM*	?	-2%	25%	?
CN(C)S(=O)(=O)c1cccc(C(=O)OCC(=O)Nc2ccc3c(c2)OCCO3)c1	/	9%	/	-3%	4%	-3%	/	?	4%	5%	/
Cc1cccc(C)c1-n1nnnc1SCSc1nnnn1-c1c(C)cccc1C	-17%	-55%	-1%	-5%	3%	1%	-14%	9%	0%	7%	-3%
Cc1ccc(-c2nc3ccccc3nc2Cl)cc1	8%	-11%	14%	-2%	4%	-2%	?	?	4%	6%	2%
Cc1cc(N2CCOCC2)nc(SCc2ccc(Cl)cc2Cl)n1	-20%	-13%	-14%	0%	15%	-1%	-4%	?	2%	-2%	-2%
COc1cccc(NC(=O)N2CCCC2C(=O)NC2CC2)c1 (configuration not stated)	-21%	-2%	1%	-2%	4%	-2%	5%	2%	0%	-6%	0%
CC(C)CC(=O)NC(=S)Nc1ccc(N2CCOCC2)c(Cl)c1	7.9µM*	-2%	1%	-2%	-1%	-1%	?	-4%	-7%	-2%	1%
COc1ccccc1CCNC(=O)C(C)n1nc(C)c2c(C)n(-c3ccccc3)nc2c1=O (configuration not stated)	?	-29%	-3%	0%	1%	-2%	1%	5%	-8%	-12%	1%
O=C(NCc1ccccc1F)C1CCN(C(=O)c2sccc2-n2cccc2)CC1	-1%	-14%	-3%	-5%	13%	-1%	-3%	2%	-5%	-2%	5%
Further entries:
SMILES	RORgamma inh	BRCA1 expr act	MBNL1 CUG block	Rab9 prom act	uPA generation	NPC1 prom act	VP16 counter	FLuc modulator	ELG1 genotoxic	p53 reactivator	MLL CXXC-DNA inh
CCc1ccccc1NC(=O)CSc1nnc([C@@H](N)Cc2ccccc2)o1	5%	-16%	-7%	-3%	/	-3%	1%	3%	-6%	-3%	-4%
O=C(Nc1ccccc1)N1CC=C(c2ccccc2)CC1	?	/	-3%	1.6µM*	/	2.2µM*	2%	4.8µM*	2.6µM*	?	8%
COC(=O)C1=C(C)NC(=O)/C1=C\c1cc(C)n(-c2ccccc2)c1C	5%	7.1µM*	3%	?	1%	20%	22%	11µM*	1%	1%	0%
CCn1cc(C(=O)NCC(=O)NCCCN2CCOCC2)c(=O)c2cc3c(cc21)OCO3	2%	0%	-3%	0%	5%	2%	2%	0%	2%	5%	7%
O=C(O)CCCC(=O)Nc1cccc2cccnc12	4%	26%	9%	3%	1%	0%	-21%	0%	2%	14%	5%
COc1cccc(CN2C(=O)CCC2(C)C(=O)NC2CCCC2)c1 (configuration not stated)	0%	7%	-4%	-2%	3%	1%	6%	0%	3%	-2%	27%
Cc1cc(N2C(=O)C(O)=C(C(=O)c3ccco3)C2c2ccc(O)cc2)no1 (configuration not stated)	-1%	-11%	?	-2%	5%	-3%	-9%	0%	-1%	6%	-23%
Cc1ccc(NC(=O)c2nc[nH]c2C(=O)N[C@H](C)c2ccccc2)cc1	/	-45%	/	-6%	-15%	-1%	/	-1%	-4%	-5%	/
CCOC(=O)c1c(NC(=O)COC(=O)CNC(=O)c2ccco2)sc(C(C)=O)c1C	-3%	-10%	48%[activator]	2%	-5%	-3%	-4%	2%	1%	-9%	6%
COc1ccc(CCn2c(=N)c(C(=O)NCCN3CCOCC3)cc3c(=O)n4ccccc4nc32)cc1OC	-33%	19%	?	-1%	-3%	-2%	-7%	2%	-2%	6%	11%

Entries from the list above that have a Cl atom (seven):
SMILES	RORgamma inh	BRCA1 expr act	MBNL1 CUG block	Rab9 prom act	uPA generation	NPC1 prom act	VP16 counter	FLuc modulator	ELG1 genotoxic	p53 reactivator	MLL CXXC-DNA inh
CN(C)CCN(Cc1ccco1)C(=O)c1cc2c(Cl)nc3ccccc3c2s1	-17%	-1%	/	-2%	3%	-31%[inhibitor]	-10%	1%	0%	-5%	5%
CC1CC(C)CN(S(=O)(=O)c2cc(C(=O)O)c(Cl)s2)C1 (configuration not stated)	10%	-11%	6%	-1%	-1%	-4%	3%	3%	0%	0%	6%
CCOC(=O)C1=C(CC)Nc2ccccc2N=C1NC(=O)Nc1ccc(Cl)c(Cl)c1	-15%	-56%	10%	0%	-5%	-2%	?	?	-2%	3%	15%
O=C1C(Cl)=C(NCC2CCCO2)C(=O)N1CCc1ccccc1 (configuration not stated)	?	7.9µM*	?	?	/	?	?	15µM*	?	?	8%
Cc1ccc(-c2nc3ccccc3nc2Cl)cc1	8%	-11%	14%	-2%	4%	-2%	?	?	4%	6%	2%
Cc1cc(N2CCOCC2)nc(SCc2ccc(Cl)cc2Cl)n1	-20%	-13%	-14%	0%	15%	-1%	-4%	?	2%	-2%	-2%
CC(C)CC(=O)NC(=S)Nc1ccc(N2CCOCC2)c(Cl)c1	7.9µM*	-2%	1%	-2%	-1%	-1%	?	-4%	-7%	-2%	1%

Source: PubChem (National Center for Advancing Translational Sciences (NCATS))

The list is partial; the hit share may differ from the screen's.
